Bioassay records: PubChem BioAssay, National Center for Advancing Translational Sciences (NCATS)
TCR activator = activators of T cell receptors. primary human leukocytes, anti-CD3, IL-2 HTRF, 48 h. Potency, µM (top dose mostly 9.22 µM), inactives show at the top dose activation of IL-2 secretion, usual class: activators. 330,000 tested, under 10 active. AID 504894; note: % of control where 0% means no effect
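48 hr co-incubation of compounds, a-CD3 beads and primary human leukocytes; IL-2 quantified homogeneously by HTRF with anti-IL-2 K and d2 conjugates.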
TRPV1 ag = human TRPV1 agonism; actives 0.19% (n = 320,000); TRPV1-expressing cells, Fluo-8 calcium influx, agonist mode; activation, % at 8.33 µM; in the data active = activation above about 80%; inconclusive = between about 30% and that limit; note: 0% is about no effect
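Cells expressing TRPV1 were dye-loaded with Fluo-8 and read kinetically: 10 s baseline, 3 min after compound (agonist portion), then 2 min after EC20 capsaicin (allosteric enhancer portion). Calcium-bound dye fluorescence at 480/520 nm.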
A-T KAP1 phos = potential ataxia-telangiectasia treatment; […] A-T fibroblasts, KAP-1 phosphorylation AlphaLISA; neocarzinostatin DNA damage 30 min before lysis; Potency, µM (highest dose often 57.5 µM), inactives show at the top dose activation, usual class: activators; actives 0.19% (n = 320,000); AID 485349; note: potency is the fitted concentration of half-maximal effect; % of control where 0% means no effect; nearly all actives have a fitted effect of over 45% in size
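ATM-like activity read as KAP-1 phosphorylation via AlphaLISA donor/acceptor antibody pairs after lysis and 6 hr at 25C. Cells were ATM-null patient fibroblasts ([…], hTERT), dosed 60 min, then exposed to the DSB inducer NCS for 30 min.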
TSG101-PTAP inh = blocks PTAP/TSG101 interaction to inhibit HIV-1 budding. Q99816. Fluorescence polarization, FITC-PTAP peptide / Tsg101 binding. Potency, µM (doses to about 115 µM), for the others: at the highest dose activity change, negative = inhibition, hits mostly inhibitors. 340,000 tested, under 10 active. AID 493005; active = well fitted inhibition curve with a large enough effect in the main read-out, with a control signal flat, not every such curve was filed as active; inconclusive = small, poorly fitted or top-dose-only effect, or effect the other way, or a change in a side signal; inactive = no such curve, though single readings can be large or run the other way; note: potency is the fitted concentration of half-maximal effect; % of control where 0% means no effect
Target sequence (Q99816 whole entry, looked up): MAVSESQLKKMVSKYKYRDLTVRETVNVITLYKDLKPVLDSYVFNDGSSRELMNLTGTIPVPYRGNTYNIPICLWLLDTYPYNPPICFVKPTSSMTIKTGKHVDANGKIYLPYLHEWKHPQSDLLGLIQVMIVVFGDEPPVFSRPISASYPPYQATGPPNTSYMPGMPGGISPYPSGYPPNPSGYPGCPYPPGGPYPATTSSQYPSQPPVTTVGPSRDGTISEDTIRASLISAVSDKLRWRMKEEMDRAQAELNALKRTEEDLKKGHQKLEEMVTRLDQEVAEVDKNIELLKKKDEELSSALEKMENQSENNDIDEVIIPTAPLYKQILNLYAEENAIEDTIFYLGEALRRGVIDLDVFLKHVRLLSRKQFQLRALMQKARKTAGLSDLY
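Fluorescence polarization binding of Tsg101 binding domain (10 uM final) to FITC-labeled PTAP peptide (50 nM final) in HEPES pH 7.5 buffer with NaCl, Tween 20, EDTA, TCEP. Compounds added before peptide; binding 20 min at RT.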
ELG1 DNA repair = ELG1-dependent DNA repair inhibition. HEK293T ELG1-luciferase reporter, luminescence, 16 h; DNA damage induced by 5-fluorouridine. Potency, µM (series often up to 46.1 µM), for inactives: at the highest dose activity change, negative = inhibition, actives largely listed as inhibitors. actives 2.3% (n = 330,000). AID 504467; note: potency is the fitted concentration of half-maximal effect; % is set by controls: 0 for no effect and ±100 for the full control effect; nearly all actives have a fitted effect of over 55% in size
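Step one: seed 2,000 cells per well. Step two: pin-transfer compound or DMSO alongside 5-fluorouridine. Step three: incubate 16 hr, 37 °C, 5% CO2. Step four: add ONE-Glo, wait 30 min, read luminescence.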
a7 integrin act = activates integrin-mediated alleviation for muscular dystrophy. Potency, µM (series often up to 38.3 µM), for the others: top-dose activation, hits mostly activators. alpha7betagal myoblasts, beta-gal FDG fluorescence, 48 h. actives 0.064% (n = 350,000);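 note: potency is the fitted concentration of half-maximal effect; 100% = response of the positive control SU9516; nearly all actives have a fitted effect of over 60% in size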
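alpha7betagal+/- myoblasts (passage 13, 250/well) treated 48 h at 37C with compounds at 1:260 dilution of DMSO stock. Lysed, then beta-galactosidase activity read as FDG fluorescence (ex 480/em 540) after 30 min, with pre-read for autofluorescence.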
MLL CXXC-DNA inh = blocks binding of human MLL CXXC domain to DNA; Q03164; MLL-CXXC / FITC-HOXA9 DNA fluorescence polarization; Potency, µM (highest dose often 115 µM), inactives show top-dose activity change, negative = inhibition, usual class: inhibitors; actives 0.037% (n = 290,000); AID 2662; active = well fitted inhibition curve with a large enough effect in the polarisation, with a control signal flat, not every such curve was filed as active; inconclusive = small, poorly fitted or top-dose-only effect, or effect the other way, or a change in a side signal; inactive = no such curve, though single readings can be large or run the other way; the % refers to the polarisation; note: potency is the fitted concentration of half-maximal effect
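Purified MLL-CXXC (added from a 7 uM solution) was preincubated 5 min at ambient with pinned compounds in 50 mM Tris-HCl pH 7.5, 50 mM NaCl, 1 mM DTT, 0.05% BSA. Fluorescein-labeled HOX-A9 DNA (50 nM solution) followed, 30 min, then polarization read.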
p53 reactivation = mutant p53 re-activation in reporter cells; H1299 p53-A138V BP100-luciferase reporter, luminescence, 24 h; Potency, µM (doses to about 92.2 µM), for inactives: top-dose activity change, positive = activation, usual class: activators; actives 0.063% (n = 320,000); AID 504706; note: potency is the fitted concentration of half-maximal effect; % of control where 0% means no effect; nearly all actives have a fitted effect of over 45% in size
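H1299 (p53-null), stable ts p53-A138V + BP100-Luc; 1000 cells/well, Opti-MEM/10% FBS; cpd 4 pt, 1:5; 24 h, 37 deg C, 5% CO2; detection reagent 10 min RT; luminescence.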
B2AR arrestin = recruits beta-arrestin to the human beta2-adrenergic receptor; actives 0.02% (n = 330,000); P07550; beta-arrestin recruitment to beta2AR, cell-based reporter; Potency, µM (series often up to 46.1 µM), without a hit: at the highest dose activation, most hits filed as activators;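 note: potency is the fitted concentration of half-maximal effect; 0% = DMSO controls and full agonism = EC100 isoproterenol or metaproterenol; nearly all actives have a fitted effect of over 65% in size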
Target sequence (P07550 whole entry, looked up): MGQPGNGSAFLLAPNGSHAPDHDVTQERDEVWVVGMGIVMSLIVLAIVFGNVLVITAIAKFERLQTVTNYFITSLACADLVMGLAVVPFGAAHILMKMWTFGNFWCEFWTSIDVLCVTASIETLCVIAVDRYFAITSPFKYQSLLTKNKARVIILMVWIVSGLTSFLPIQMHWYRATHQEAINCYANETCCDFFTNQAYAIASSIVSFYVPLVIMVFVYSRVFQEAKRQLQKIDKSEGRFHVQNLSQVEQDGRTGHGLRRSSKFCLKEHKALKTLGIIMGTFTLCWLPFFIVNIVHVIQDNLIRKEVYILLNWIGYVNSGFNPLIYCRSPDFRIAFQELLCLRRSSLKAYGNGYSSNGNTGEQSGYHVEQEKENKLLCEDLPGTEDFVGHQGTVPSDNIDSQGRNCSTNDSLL
BRCA1 expr act = BRCA1 expression activation. Potency, µM (titrated, usually from 46.1 µM), for the others: at the top dose activation, hits mostly activators. actives 1.1% (n = 380,000). MCF7-BRCA1-FFLuc reporter, luminescence, 48 h; response scale: scaled: vehicle 0%, 10 µM genistein 100%; note: potency is the fitted concentration of half-maximal effect; nearly all actives have a fitted effect of over 80% in size; some results filed as inactive show a strong effect at the top dose
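MCF7-BRCA1-FFLuc, 2000 cells/well; 2 h attach, 37 °C/5% CO2; compound 48 h; luciferase substrate 15 min; luminescence end-point. Norm. to genistein 10 microM max activation and DMSO; concentration-response curves fitted.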
* hit, by the source's call; ? = inconclusive; . = no result given; & = joins results of further samples; [ ] = dose if it differs, or a comment. Unless noted, calls come from the whole dose curve; as a rule, active = well fitted curve in the direction sought with a large enough effect; inconclusive = small, poorly fitted or top-dose-only effect, or another doubt; inactive = no such curve, though single readings can be large; an effect the other way counts as inactive or inconclusive.

SMILES	TCR activator	TRPV1 ag	A-T KAP1 phos	TSG101-PTAP inh	ELG1 DNA repair	a7 integrin act	MLL CXXC-DNA inh	p53 reactivation	B2AR arrestin	BRCA1 expr act
CCC(C(=O)Nc1cnccn1)c1ccccc1 (stereo unspecified)	-5%	3	-4%	-3%	0%	9%	-4%	-1%	0.1%	6%
CCc1ccc(NC(=O)c2ccnc(C(C)(C)C)c2)cc1	7%	6	8%	1%	-4%	24%[7.66 µM]	1%	-3%	0.0%	-1%
O=C(CNC(=O)c1ccccc1)OCCCOC(=O)CNC(=O)c1ccccc1	-2%	1	6%	.	13%	8%	-14%	5%	0.1%	-28%
COc1ccc(NC(=O)C2CCCN2C(=O)NC2CCCCC2)cc1OC (stereo unspecified)	.	1	0%	-14%	16%	7%	-2%	1%	-0.2%	-2%
O=C(O)CC1S/C(=N\N=C/c2ccccc2O)N(c2ccc(O)cc2)C1=O (stereo unspecified)	-7%	2	0%	1%	23%	32%	-13%	0%	0.5%	0%
O=C(NCc1cccc(Cl)c1)c1ccncc1	9%	8	2%	1%	17%	-1%	10%	2%	0.3%	0%
Cc1nn(-c2ncc(C(F)(F)F)cc2Cl)c(=O)n1-c1c(F)cccc1F	5%	3	1%	-4%	-4%	-20%	-2%	1%	-0.2%	26%
CC(C)c1ccc(/C=C/C(=O)NCCCc2ccccc2)cc1	5%[46.1 µM]	?	-4%	-2%	10%	8%	-2%	?	0.6%	-16%
O=C(c1cc(-c2ccccc2)on1)N1CCN(Cc2ccc3c(c2)OCO3)CC1	2%	8	2%	-2%	-30%	-6%	-1%	0%	0.6%	2%
COc1ccc(/C=C/c2nnc(NC(=O)C(C)C)s2)cc1	-20%	2	-1%	0%	?	2%	0%	2%	0.9%	4µM*
O=c1c(OC2OC(CO)C(O)C(O)C2O)c(-c2ccc(O)c(O)c2)oc2cc(O)cc(O)c12 (stereo unspecified)	-2%	0	-8%	-4%	4%	16%	6%	-1%	2.3%	7%
Cc1ccc(Nc2nc3ccccc3n3cnnc23)cc1C	-2%	8	-12%	-2%	?	-12%	?	3%	0.2%	11%
CC(C)N(Cc1cc2ccccc2[nH]c1=O)C(=O)c1cccnc1	1%	-4	3%	-2%	7%	11%	1%	14%	-0.5%	-26%
NC(=O)CN1CCOCCOCCN(CC(N)=O)CCOCC1	6%	-1	0%	-7%	4%	5%	5%	0%	-0.7%	16%
CC1CCCCC1NC(=O)COC(=O)c1ccc2ncsc2c1 (stereo unspecified)	-3%	3	8%	-6%	?	0%	.	20%	-0.1%	9%
CCC(C)c1ccccc1OCCCNC1CCCC1 (stereo unspecified)	-2%	-1	4%	-3%	1%	-62%[inhibitor]	29%	.	0.6%	-83%
COc1ccc(N2C(=O)C3C4C=CC(c5ccccc5)(C3C2=O)C2C(=O)N(c3ccc(OC)cc3)C(=O)C42)cc1 (stereo unspecified)	8%	0	2%	0%	-8%	-11%	-5%	-3%	0.2%	0%
O=C(CNC(=O)C1COc2ccccc2O1)N/N=C\c1cccc(O)c1 (stereo unspecified)	-5%[46.1 µM]	6	1%	-2%	2%	-4%	12%	-1%	-1.6%	-10%
COc1ccc(/C=C/C(=O)Nc2cccc(S(=O)(=O)N3CCOCC3)c2)cc1OC	.	-3	9%	0%	21µM*	10%	.	-3%	-1.0%	-12%
COc1ccc(NC(=O)CC2C(=O)N(Cc3ccccc3)C(=S)N2CCN2CCOCC2)cc1 (stereo unspecified)	-3%	-3	4%	0%	-5%	14%	-1%	-2%	0.1%	-28%
CCC1CCCCN1C(=S)NC(=O)c1cc(Br)ccc1Cl (stereo unspecified)	4%	26	5%	-2%	-14%	-1%	.	5%	0.1%	-22%
CCCCCC(O)(CCN1CCCCC1)c1ccc(OCC)cc1 (stereo unspecified)	-2%	1	3%	0%	?	-43%	?	-9%	-0.2%	-48%
O=C(CC1OC(=O)c2ccccc21)Nc1cc(S(=O)(=O)N2CCOCC2)ccc1OCC(F)(F)F (stereo unspecified)	-10%	-3	15%	0%	-4%	15%	.	-1%	0.3%	-13%
Cc1cc(C)c(NC(=O)c2ccccc2C(=O)c2ccccc2)c(C)c1	9%	6	17%	-6%	?	-15%	4%	-4%	0.2%	-11%
Cc1cc(NC(=S)NC(=O)c2ccco2)c2ccccc2n1	1%	2	0%	0%	?	-11%	9%	-6%	0.1%	-25%
CNC(=O)c1ccc2snnc2c1	-2%	-5	3%	1%	9%	16%	-4%	-7%	0.1%	6%
O=C(Nn1cnc2ccccc2c1=O)c1ccccc1[N+](=O)[O-]	9%	-3	-4%	-9%	0%	-19%	4%	3%	-0.2%	23%
CCCc1ncc(C(O)c2ccccc2OC)n1C (stereo unspecified)	9%	0	0%	-3%	5%	11%	9%	1%	-0.2%	1%
O=C(CSc1ccc(-c2ccco2)nn1)c1ccc(F)cc1	1%[46.1 µM]	14	4%	-4%	?	21%	1%	-1%	-0.2%	29%
CC(=O)c1ccc(NS(=O)(=O)c2ccc3c(c2)N(C)CCO3)cc1	11%	-1	1%	1%	-4%	6%	-1%	5%	-0.8%	0%
COC(=O)C1C(=O)NCC1c1ccccc1 (stereo unspecified)	2%	3	.	-4%	.	20%	-1%	.	.	7%
O=Cc1ccnc(-c2ccc(OC(=O)c3ccco3)cc2)n1	0%	0	3%	0%	4%	?	87%[activator]	17%	-0.2%	-2%
Cc1cc(C(F)(F)F)n2ncc(C(=O)O)c2n1	5%	3	-2%	0%	1%	-1%	-11%	1%	-0.1%	30%
O=C(O)c1cnn2c(-c3ccc(F)cc3)ccnc12	.	4	-3%	-3%	18%	-18%	-1%	11%	-0.3%	0%
COC(=O)c1cc(OC)c(OC)cc1NC(=O)c1ccco1	6%	6	9%	-3%	23µM*	-26%	-8%	-8%	-0.5%	-1%
c1ccc(Cc2nnc(N3CCOCC3)c3ccccc23)cc1	1%	?	-1%	-4%	1%	-18%	8%	-3%	-0.9%	-5%
COCC(=O)N(C)[C@H]1C[C@H]2c3cc(-c4ccccc4)ccc3CCN2C(=O)[C@H]1[C@H](C)O	-1%	.	.	-8%	.	0%	.	.	.	-12%
CC(NC(=O)COC(=O)C1CCN(S(=O)(=O)c2ccccc2C(F)(F)F)CC1)c1ccccc1 (stereo unspecified)	4%[46.1 µM]	2	-6%	-3%	6%	-20%	-1%	-3%	-1.2%	0%
S=c1[nH]nc(-c2ccco2)n1/N=C/c1cccs1	3%[46.1 µM]	-5	-4%	-5%	19%	1%	13%	-1%	-0.3%	-18%
COc1ccc(/C=N/NC(=O)c2ccccc2[N+](=O)[O-])cc1CN1CCc2cc(OC)c(OC)cc2C1C (stereo unspecified)	-5%	-8	2%	-2%	?	-17%	-1%	6%	1.0%	-5%
COc1ccc(S(=O)(=O)n2nc(C)c(S(=O)(=O)N3CCOCC3)c2C)cc1	-1%	-1	1%	-5%	0%	25%	-1%	7%	-1.1%	-2%
COC(=O)CC1=NN(c2ccc(OC)cc2)C(=O)C1	2%	-2	6%	-2%	3%	15%	-2%	-3%	0.3%	1%
Cc1ccc(OCC(=O)n2nc(C)cc2C)c(C)c1	-4%	4	11%	-1%	5%	9%	8%	10%	0.1%	-20%
Cc1cc(NC(=O)CSc2nc3c([nH]c4ccccc43)c(=O)n2-c2ccccc2F)no1	-3%	15	1%	-6%	21µM*	-9%	-11%	-7%	-0.1%	-50%&-54%
NC(=O)C1CCN(C2=C(NS(=O)(=O)c3ccc(Br)cc3)C(=O)c3ccccc3C2=O)CC1	4%	?	-4%	-10%	-19%	0%	-5%	3%	0.4%	-37%
COc1ccc(CCNC(=O)CSc2nc3ccccc3o2)cc1	3%	0	11%	-1%	12%	12%	-2%	-2%	-1.1%	10%
CC(CC(=O)Nc1ncc([N+](=O)[O-])s1)c1ccccc1 (stereo unspecified)	-1%	10	-1%	-2%	-29%	8%	-8%	15%	-1.1%	-39%
N/C(=N\OC(=O)CCC1CCCC1)c1cccnc1	-6%[46.1 µM]	4	12%	-1%	?	3%	16%	?	-0.1%	2%
CCN(CC)S(=O)(=O)c1ccc(S(=O)(=O)N2CCCC(C(=O)NC3CC3)C2)cc1 (stereo unspecified)	-3%	-2	5%	1%	-22%	-4%	3%	0%	-0.2%	-9%

Not a retest: two of the compounds above.
SMILES	TCR activator	TRPV1 ag	A-T KAP1 phos	TSG101-PTAP inh	ELG1 DNA repair	a7 integrin act	MLL CXXC-DNA inh	p53 reactivation	B2AR arrestin	BRCA1 expr act
COc1ccc(S(=O)(=O)n2nc(C)c(S(=O)(=O)N3CCOCC3)c2C)cc1	-1%	-1	1%	-5%	0%	25%	-1%	7%	-1.1%	-2%
COC(=O)CC1=NN(c2ccc(OC)cc2)C(=O)C1	2%	-2	6%	-2%	3%	15%	-2%	-3%	0.3%	1%
